# DAX1 inh-1 = DAX1 (NR0B1) inhibition, primary screen; HEK293T StAR-luciferase reporter, SF-1/DAX-1 repression relief; inhibition, % at 6.8 µM; actives 1.1% (n = 370,000); AID 652010;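 active = inhibition above the mean over all tested compounds plus 3 SD, cut at about 3.6% in these data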;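 note: 0% = DAX-1 cells with DMSO and 100% = cells lacking DAX-1 with DMSO; higher inhibition means more luminescence from relief of DAX-1 repression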
# NR1D1 modulator = modulators of human Rev-erb alpha DNA binding; P20393; Rev-erbα–FITC-DNA binding, fluorescence polarization, 90 min; activity, % at 10 µM; actives 0.79% (n = 370,000); AID 1259318;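 active = activity above about 14%, limit read from the data; passing the limit was not always enough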;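 note: 0% = DMSO wells with 35 nM protein and 100% = DMSO wells with 750 nM protein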
# hcDAF12 agonist = activates DAF-12 receptor from parasite H. contortus; HEK293 hcDAF-12 lit1-tk-luc reporter, luminescence; 0% DMSO, 100% Δ7-dafachronic acid; activation, % at 6.8 µM; actives 1.4% (n = 370,000);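 active = activation above the mean of all tested compounds plus 3 SD, cut at about 5.5% in these data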;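 note: 100% = response to 3 µM Δ7-dafachronic acid high control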
# ssDAF12 agonist = activators of S. stercoralis DAF-12 nuclear receptor. HEK293 ssDAF-12/GRIP1 lit1-tk-luc reporter, luminescence; % of 3 µM dafachronic acid response. actives 1% (n = 370,000). activation, % at 6.8 µM;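 active = activation above the mean over all tested compounds plus 3 SD, cut at about 0.9% in these data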;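 note: 0% = DMSO-only wells and 100% = 3 µM delta7-dafachronic acid wells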
# MBD2 inh = inhibitors of human MBD2 binding to methylated oligonucleotide. AID 686964. Q9UBB5. actives 0.31% (n = 370,000). inhibition, % at 4.4 µM. TR-FRET; in the data active = inhibition above about 13%
# PLCg1 inh = inhibitors of human phospholipase C gamma1. actives 0.84% (n = 370,000). purified PLC-gamma1, fluorogenic substrate, fluorescence. inhibition, % at 12.2 µM. P19174; in the data active = inhibition above about 9.5%
# SMARCA2 activ = SMARCA2 function activation, primary screen | MG213 cells, MMTV-luciferase reporter, dexamethasone, overnight | activation, % at 9.1 µM | actives 1% (n = 370,000); in the data active = activation above about 7.8%;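 note: 0% = vehicle wells and 100% = reference activator wells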
# DAX1 inh-2 = inhibits human nuclear receptor DAX1 | P51843 | HEK293 Gal4-DAX1 luciferase reporter, luminescence | inhibition, % at 6.75 µM | actives 0.99% (n = 340,000) | AID 504766;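 active = inhibition above the mean over all tested compounds plus 3 SD, cut at about 4.2% in these data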;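 note: 0% = DAX1-transfected cells with DMSO and 100% = empty-vector control cells with DMSO; inhibition shows as a rise in luminescence from relieved DAX1 repression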
# Target sequence (P51843 207-470 limits assumed): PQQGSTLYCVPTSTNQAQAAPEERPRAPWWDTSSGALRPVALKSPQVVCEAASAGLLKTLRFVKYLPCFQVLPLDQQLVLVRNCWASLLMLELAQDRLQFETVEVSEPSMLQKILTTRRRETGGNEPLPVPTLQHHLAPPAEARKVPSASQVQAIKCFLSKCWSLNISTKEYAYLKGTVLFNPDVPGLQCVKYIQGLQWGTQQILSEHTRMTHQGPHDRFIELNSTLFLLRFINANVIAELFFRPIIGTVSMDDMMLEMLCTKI
# PLC-beta3 inh = inhibitors of human phospholipase C beta3; inhibition, % at 12.2 µM; AID 720704; Purified PLC-beta3, fluorogenic substrate, fluorescence; actives 0.18% (n = 370,000); Q01970; in the data active = inhibition above about 11%;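 note: 0% = median of compound wells on plate and 100% = full blocker control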
# hgDAF-12 ag = agonists of H. glycines DAF-12 nuclear receptor; HEK293 GAL4-hgDAF12 UAS-luciferase reporter, agonist luminescence; normalized to butyrate control; activation, % at 6.8 µM; actives 1.8% (n = 370,000);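 active = activation above a cutoff set at the mean of all screened compounds plus 3 SD, cut at about 10% in these data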;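 note: 0% = DMSO wells and 100% = sodium butyrate wells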
# ADAM17 inh = ADAM17 inhibition, QFRET primary screen; P78536; inhibition, % at 6.95 µM; actives 0.83% (n = 370,000); recombinant ADAM17, EDANS/DABCYL FRET peptide cleavage;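 active = inhibition above the mean of compounds lying between control limits plus 3 SD, set per campaign, cut at about 8.5% in these data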;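 note: 0% = DMSO-only wells as the low control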
# Target sequence (P78536 215-824 limits assumed): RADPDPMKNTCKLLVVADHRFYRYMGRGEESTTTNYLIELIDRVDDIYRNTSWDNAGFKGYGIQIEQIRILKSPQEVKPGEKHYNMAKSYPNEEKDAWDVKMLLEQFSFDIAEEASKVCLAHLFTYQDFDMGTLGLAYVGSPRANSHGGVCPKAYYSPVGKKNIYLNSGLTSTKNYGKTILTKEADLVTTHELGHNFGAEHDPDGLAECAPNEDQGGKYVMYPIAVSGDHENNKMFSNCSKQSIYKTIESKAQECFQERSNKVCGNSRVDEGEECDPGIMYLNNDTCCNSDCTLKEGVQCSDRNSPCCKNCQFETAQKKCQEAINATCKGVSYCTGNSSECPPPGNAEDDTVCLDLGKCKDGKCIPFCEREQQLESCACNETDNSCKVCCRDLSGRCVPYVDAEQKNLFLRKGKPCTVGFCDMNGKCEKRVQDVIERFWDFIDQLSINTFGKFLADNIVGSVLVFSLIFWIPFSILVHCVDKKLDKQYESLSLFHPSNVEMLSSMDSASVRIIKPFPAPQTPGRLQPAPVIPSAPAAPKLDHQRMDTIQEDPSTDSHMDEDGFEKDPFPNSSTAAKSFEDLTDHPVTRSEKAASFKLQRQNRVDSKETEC
# * = called active by the depositor; / = not tested or not shown.
# Each structure is followed by: DAX1 inh-1	NR1D1 modulator	hcDAF12 agonist	ssDAF12 agonist	MBD2 inh	PLCg1 inh	SMARCA2 activ	DAX1 inh-2	PLC-beta3 inh	hgDAF-12 ag	ADAM17 inh
> O=C(Nc1ccc(N2CCOCC2)c(Cl)c1)c1ccco1
    3.7*	0	4.8	0.1	2	-2	5	0.8	0	12*	-1
> C[C@@H]1CC[C@]2(O[C@H](CCO)C[C@H](O)[C@H]2O)O1
    -0.2	-7	-0.5	-1.4	-1	1	0	0.2	1	1.6	-4
> O=C(CSCC(=O)Nc1cccc2ccccc12)Nc1cccc2ccccc12
    -0.3	-4	1.1	-0.2	0	-4	-3	-1.1	-10	-2.2	-1
> CC(=O)N1CC2(C)CN(C(C)=O)CC(C)(C1)C2
    -0.8	3	-0.7	-1.4	-1	2	1	0.6	2	2.7	-2
> O=C(COC(=O)Cc1ccc(F)cc1)Nc1cc(S(=O)(=O)N2CCOCC2)ccc1N1CCCC1
    0.7	5	-2.3	-1.1	2	-1	-1	-1.4	1	0.7	0
> CN1CCC(N(C)C(=O)c2ccc(Cl)c(S(=O)(=O)N(C)c3ccc(Cl)cc3)c2)CC1
    -0.5	-1	0.4	-1.6	1	-1	-4	0.3	0	-1.9	-2
> c1ccc(-n2ncc3c(NCCCN4CCOCC4)ncnc32)cc1
    1.1	-2	3.5	0.0	-5	2	6	1.6	3	8.5	1
> CCc1ccc(NC(=O)CCCn2nc(CC)n3c(cc4occc43)c2=O)cc1
    -0.4	5	-3.1	-1.1	2	0	9.6*	0.2	-12	-1.5	-5
> COc1ccc(C(=O)Nc2ccc3oc(Cc4ccc(Cl)cc4)nc3c2)cc1OC
    -2.8	6	-3.1	-1.2	-1	2	-3	-1.8	-1	-0.7	0
> N#Cc1nc(COc2ccc(-c3ccccc3)cc2)oc1NCCCN1CCOCC1
    -0.4	1	-1.7	-1.6	6	3	1	0.2	4	-0.7	-2
> CCCCn1nnc(NC(=O)C(c2ccccc2)c2ccccc2)n1
    0.0	1	0.3	-2.0	4	0	-1	0.5	-7	0.6	-1
> OC(c1ccccc1)c1nc2ccccc2[nH]1 (stereo not drawn)
    0.5	10	-0.6	-1.6	-3	4	-3	1.7	-2	-0.8	1
> CCCN(Cc1ccccc1)C(=S)Nc1ccc(OCC)cc1
    0.5	1	-0.9	-2.0	-3	-2	-1	1.2	-6	3.1	-2
> O=C(c1ccccc1)N1CCCC(C(=O)N2CCN(c3ccccc3)CC2)C1 (stereo not drawn)
    0.1	3	-0.7	-1.1	3	1	-1	-1.5	-1	-0.3	-2
> COc1ccc(C2C(C#N)=C(N)OC3=C2C(=O)CC(C)(C)C3)c([N+](=O)[O-])c1OC (stereo not drawn)
    0.1	/	-0.6	-0.3	-1	-45	-1	1.3	-66	1.1	-4
> O=c1cc(CSc2nnnn2-c2ccccc2)nc2sccn12
    0.1	-5	-0.2	-1.0	5	-9	-1	1.8	-9	0.3	-5
> O=C(Nc1ccccc1)OCCNC1CCCCC1
    0.3	8	0.4	-0.4	-1	-1	-2	0.8	3	2.5	0
> O=C(c1ccccc1)N1CCCC(c2ccc(Cl)cc2)=N1
    -1.9	3	-2.3	-1.7	2	4	-3	-1.9	0	0.4	1
> O=C(NCCCc1ccccc1)c1ccc(CS(=O)Cc2ccc(Cl)cc2)o1 (stereo not drawn)
    -3.1	-1	-1.4	-1.7	4	0	-1	0.0	-9	-0.3	1
> Cc1nnsc1C(=O)Nc1ccccc1Cl
    0.3	-2	-2.1	-1.4	2	2	-1	-0.5	0	-1.4	-3
> COC(=O)[C@]12C[C@H](CC(=O)N3CCN(C(=O)c4ccco4)CC3)C(=O)N(CCC3=CCCCC3)C1=C[C@H](C(C)(C)C)O[C@@H]2C
    0.9	-1	0.9	-1.2	6	1	-3	/	2	0.9	-1
> Cn1cc(S(=O)(=O)N2CCCC2)cc1C(=O)NCCc1ccccc1
    0.0	7	-0.5	-1.1	-4	3	0	2.2	3	1.8	0
> c1ccc(-c2csc(-n3cnnn3)n2)cc1
    -0.7	4	-0.5	-1.4	1	-2	0	1.8	-2	3.0	-6
> CC(C)Cn1c(N)c(C(=O)CCl)c(=O)n(C)c1=O
    -0.6	-1	-2.7	-1.0	1	2	-2	-1.6	2	-0.6	-3
> CSc1nnc(C)c(=O)n1COC(=O)COc1ccc(F)cc1
    -0.1	0	-1.1	-0.9	-6	3	2	-2.0	-6	-1.8	1
> O=C(c1ccc(-c2ccc(Cl)cc2)o1)N1CCN(c2ccc([N+](=O)[O-])cc2Cl)CC1
    -0.5	7	-1.3	-1.1	-2	2	-3	-0.9	0	2.5	-5
> COc1cc(/C=C2/C(=O)N(c3cccc(Br)c3)N=C2C)cc(OC)c1O
    -0.3	2	-2.4	-1.1	3	4	1	0.7	-1	-1.1	0
> CN(C)c1ncnc2c1ncn2[C@H]1CN(Cc2cccs2)C[C@@H](CO)O1
    1.2	24*	0.1	-1.2	-10	-1	-6	/	4	-3.1	4
> COc1ccc(CN(CC(=O)NCCc2ccccc2)C(=O)CCC(=O)Nc2cc(C)ccn2)cc1
    -0.3	-5	-2.8	-1.0	6	0	-1	1.5	-7	-1.1	-2
> C[C@H](O)[C@@H]1C(=O)N2CCc3c([nH]c4c(-c5ccccc5)cccc34)[C@@H]2C[C@@H]1N(C)C(=O)OCc1ccccc1
    0.5	2	1.0	-0.9	-4	-49	-5	/	-65	0.4	-36
> Cc1ccc(N(C(=O)c2ccc(CN3CCOCC3)o2)C(C(=O)NCCC(C)C)c2cccs2)c(C)c1 (stereo not drawn)
    -0.8	-4	0.7	-1.8	-3	2	-1	-0.8	1	-1.1	3
> Cc1cc(/C=C2\SC(=O)NC2=O)c(C)n1-c1ccc(N2CCOCC2)cc1
    -0.2	-2	0.5	0.5	-2	-8	1	0.1	-18	-0.7	-2
> Cc1cc(O)c(C(C)C)cc1N=Cc1ccccc1[N+](=O)[O-]
    -0.7	5	-0.2	-1.1	-5	0	-1	-0.4	-3	-0.8	-5
> Cc1ccc(OCCN2CCN(C)CC2)c([N+](=O)[O-])c1
    -0.3	0	0.5	-0.9	9	3	-1	1.0	0	5.5	-6
> CCOc1ccccc1Nc1ccc(C(=O)O)cc1NC(C)=O
    -0.5	-2	-2.1	-0.9	1	-10	0	-0.5	-13	0.6	-1
> O=C(O)COc1ccc2oc3ccccc3c2c1
    0.3	-1	-2.3	-1.3	-4	-4	-3	1.6	0	-0.3	-7
> COc1ccc(-n2nnnc2C(c2ccnc3ccccc23)N2CCN(C/C=C/c3ccccc3)CC2)cc1 (stereo not drawn)
    -1.7	5	-0.1	-1.4	3	-9	-5	/	-12	-1.8	-2
> CCOC(=O)CSc1nc(C)c2cccc(C)c2n1
    -0.2	-1	0.2	-0.9	0	1	-5	-0.7	-7	0.3	-3
> CCOC(=O)C1=C(CN2CCSCC2)NC(=O)NC1c1ccc2c(c1)OCO2 (stereo not drawn)
    -0.1	-2	-3.0	-1.9	5	-2	-2	1.4	-6	-3.6	-2
> COc1ccc(C(=O)OCCCc2cc3ccccc3c(=O)o2)cc1
    0.3	2	1.1	-0.2	0	-2	0	-1.0	-4	-1.3	-8
> CC(=O)Nc1ccc(NC(=O)C(C)OC(=O)c2ccccc2Sc2ccccc2C#N)cc1 (stereo not drawn)
    0.2	3	-0.9	-1.3	-1	0	-1	0.8	2	1.8	4
> O=C(Cc1cccc(NC(=O)C2CCN(C(=O)C3CCCC3)CC2)c1)Nc1cccc(C(=O)N2CCOCC2)c1
    0.4	6	-1.2	-0.9	1	0	-3	0.0	-4	5.2	-7
> O=[N+]([O-])c1ccc(-c2c[nH]c(=S)[nH]2)cc1
    -0.1	0	1.1	-1.1	-6	1	5	-1.1	-4	-1.4	1
> CNC(=S)NNC(=O)c1cccn(Cc2ccc(Cl)c(Cl)c2)c1=O
    0.5	4	0.0	-1.6	-3	-21	-1	0.2	-27	-1.7	-55
> CC(C)Oc1ccc(CN2CCC2(C)C(=O)Nc2cccc(Oc3ccccc3)c2)cc1 (stereo not drawn)
    -0.8	4	-0.2	-1.2	2	0	-3	/	-1	-0.4	3
> On1ccccc1=S
    -7.0	0	-6.2	-2.7	-5	3	-10	-4.7	3	-12	-2
> O=C(NC(NC(=O)c1ccccc1)C(=O)c1ccccc1)c1ccccc1
    1.1	-4	-1.8	-0.8	4	2	0	1.8	3	-1.9	-2
> CCOC(=O)c1ccccc1NC(=O)c1cn(-c2ccc(OC)cc2)c(=O)c2ccccc12
    0.5	2	1.0	-1.0	3	3	-1	-0.6	-4	0.7	-1

# Taken from the entries so far (eight entries):
# Each structure is followed by: DAX1 inh-1	NR1D1 modulator	hcDAF12 agonist	ssDAF12 agonist	MBD2 inh	PLCg1 inh	SMARCA2 activ	DAX1 inh-2	PLC-beta3 inh	hgDAF-12 ag	ADAM17 inh
> O=C(Nc1ccc(N2CCOCC2)c(Cl)c1)c1ccco1
    3.7*	0	4.8	0.1	2	-2	5	0.8	0	12*	-1
> C[C@@H]1CC[C@]2(O[C@H](CCO)C[C@H](O)[C@H]2O)O1
    -0.2	-7	-0.5	-1.4	-1	1	0	0.2	1	1.6	-4
> O=C(CSCC(=O)Nc1cccc2ccccc12)Nc1cccc2ccccc12
    -0.3	-4	1.1	-0.2	0	-4	-3	-1.1	-10	-2.2	-1
> CC(=O)N1CC2(C)CN(C(C)=O)CC(C)(C1)C2
    -0.8	3	-0.7	-1.4	-1	2	1	0.6	2	2.7	-2
> O=C(COC(=O)Cc1ccc(F)cc1)Nc1cc(S(=O)(=O)N2CCOCC2)ccc1N1CCCC1
    0.7	5	-2.3	-1.1	2	-1	-1	-1.4	1	0.7	0
> CN1CCC(N(C)C(=O)c2ccc(Cl)c(S(=O)(=O)N(C)c3ccc(Cl)cc3)c2)CC1
    -0.5	-1	0.4	-1.6	1	-1	-4	0.3	0	-1.9	-2
> c1ccc(-n2ncc3c(NCCCN4CCOCC4)ncnc32)cc1
    1.1	-2	3.5	0.0	-5	2	6	1.6	3	8.5	1
> CCc1ccc(NC(=O)CCCn2nc(CC)n3c(cc4occc43)c2=O)cc1
    -0.4	5	-3.1	-1.1	2	0	9.6*	0.2	-12	-1.5	-5
